mcGAS RapidFire: mouse cGAS inhibition by mass spec; recombinant mouse cGAS, cGAMP by RapidFire MS; inhibition, % at 12.5 µM; actives 0.18% (n = 130,000);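 active = inhibition of cGAS enzyme activity at or above 60%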;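 also: enzyme stimulated by 45 bp dsDNA with ATP and GTP substrates; cGAMP share of summed cGAMP plus half ATP and half GTP signals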
Target sequence (Q8C6L5 whole entry, looked up): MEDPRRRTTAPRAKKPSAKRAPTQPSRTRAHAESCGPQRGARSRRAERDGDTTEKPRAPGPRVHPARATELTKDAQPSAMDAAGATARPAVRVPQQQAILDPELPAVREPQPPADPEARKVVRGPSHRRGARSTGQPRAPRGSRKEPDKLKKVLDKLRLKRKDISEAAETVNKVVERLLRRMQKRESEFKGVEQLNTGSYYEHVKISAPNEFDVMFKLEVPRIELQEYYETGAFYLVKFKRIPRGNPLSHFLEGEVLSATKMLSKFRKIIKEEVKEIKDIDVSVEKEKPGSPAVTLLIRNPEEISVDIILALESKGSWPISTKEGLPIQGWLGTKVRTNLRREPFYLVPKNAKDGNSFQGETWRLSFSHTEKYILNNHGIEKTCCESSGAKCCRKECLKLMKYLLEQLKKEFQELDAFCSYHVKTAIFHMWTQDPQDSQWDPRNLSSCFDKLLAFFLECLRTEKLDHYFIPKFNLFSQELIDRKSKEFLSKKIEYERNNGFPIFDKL
Active calls of the source: *; & = joins results of further samples. Only part of the results is shown. The share of hits here may be higher or lower than overall.

item	compound	mcGAS RapidFire
1	CC(C)N1CCC(NC(=O)COC(=O)c2cccc(O)c2)CC1	-4.9
2	O=C(/C=C/c1csc(-c2ncccn2)n1)C1CCCCC1	-16.8
3	Cn1c(C2CCS(=O)(=O)C2)n[nH]c1=S (centres undefined)	-12.2
4	O=C1Nc2ccccc2C12OCC1(CO2)COC2(OC1)C(=O)Nc1ccccc12 (centres undefined)	-3.3
5	CN1OC(C)(CC(=O)NCc2cccc(O)c2)N=C1c1ccccc1 (centres undefined)	-8.9
6	COC(=O)c1ccc2c(=O)[nH]c3c(C(=O)OC(C)C)c4nc5ccccc5nc4n3c2c1	-6.2
7	S=c1[nH]cnc2sc3c(c12)CCCC3	-3.6
8	CCOC(=O)CSc1nnc(Cn2c(=O)sc3ccccc32)n1CCc1ccccc1	5.6
9	O=C1CCC(C(=O)Nc2ccc(Oc3ccccc3)cc2)N1 (centres undefined)	-8.7
10	COc1ccc(Cl)cc1CC1CCCNC1 (centres undefined)	-2.8

Ordered by number of heavy atoms (ascending): some entries from above
item	compound	mcGAS RapidFire
7	S=c1[nH]cnc2sc3c(c12)CCCC3	-3.6
10	COc1ccc(Cl)cc1CC1CCCNC1 (centres undefined)	-2.8
2	O=C(/C=C/c1csc(-c2ncccn2)n1)C1CCCCC1	-16.8
1	CC(C)N1CCC(NC(=O)COC(=O)c2cccc(O)c2)CC1	-4.9
5	CN1OC(C)(CC(=O)NCc2cccc(O)c2)N=C1c1ccccc1 (centres undefined)	-8.9
4	O=C1Nc2ccccc2C12OCC1(CO2)COC2(OC1)C(=O)Nc1ccccc12 (centres undefined)	-3.3

The list continues:
item	compound	mcGAS RapidFire
11	COc1ccccc1-c1n[nH]c(=O)n1CCc1ccccc1F	-29.8
12	O=C(c1ccccc1-c1ncc[nH]1)N1CCCC(C(=O)N2CCCC2)C1 (centres undefined)	-15.3
13	Cc1cccc(C(=O)N2CCC(C3=CCN(CC(N)=O)CC3)CC2)c1	-15.4
14	COc1ccc(C(C)(O)c2nc(-c3cccc(C(=O)O)c3)cs2)cc1 (centres undefined)	6.8
15	CC(O)CN(Cc1c(-c2ccccc2)nn(C)c1Oc1ccccc1Cl)C(C)C (centres undefined)	-8.3
16	CNC1CCC2(CC1)OCC(C)(C)CO2	-8.6
17	O=C(NC1(c2cc(F)ccc2F)CC1)C1CC2(CCNCC2)CN1 (centres undefined)	-23.4
18	O=C(CSCc1coc(-c2ccccc2)n1)Nc1ccc(Cl)cn1	-12.3
19	O=C1CC(c2ccccc2)CC(O)=C1C=NCCO (centres undefined)	-0.5
20	CNC(=S)N1CCn2cccc2C1c1ccncc1 (centres undefined)	-8.8
21	Cc1cc(C(=O)N2CCCC3(CC2)CNC(=O)O3)c(-c2ccccc2)o1 (centres undefined)	-13.1
22	c1ccc(OCc2cn3cccnc3n2)cc1	-9.7
23	COC(=O)c1nc(Cl)cnc1N	-10.1
24	O=C(c1ccccc1-c1nn[nH]n1)N1CCc2[nH]cnc2C1c1ccccn1 (centres undefined)	3.7
25	O=C(Nc1ccc(I)cc1)C1COc2ccccc2O1 (centres undefined)	-6.6
26	O=C(c1cc(=O)[nH]c2ccc(F)cc12)N1CCCC(c2ccn[nH]2)C1 (centres undefined)	-8.9
27	CC(C)NNC(=O)C(C)(C)Oc1ccccc1	-4.1
28	Cc1ccc(-c2nn(CN(C)Cc3nc4ccccc4s3)c(=S)n2C)cc1	-4.4
29	COc1cc(C2NC(=O)c3ccccc3N2C)ccc1OCc1c(C)noc1C (centres undefined)	-5.7
30	CN1N=C(C(=O)NC(Cc2ccccc2)c2ccccc2)CCC1=O (centres undefined)	0.1
31	CCCCc1ccc(N2C(=O)CC(Nc3ccc4c(c3)CCN4C(C)=O)C2=O)cc1 (centres undefined)	3.6
32	O=C(NCc1cccnc1)c1cccc(OC2CCN(C(=O)C3CCOC3)CC2)c1 (centres undefined)	-4.4&2.7
33	COCC(=O)N(C)CC(=O)Nc1ccc(Cl)c(S(=O)(=O)N2CCOCC2)c1	-8.9
34	Cc1sc2ncnc(NN=Cc3ccc(N4CCOCC4)s3)c2c1C	-2.7
35	COc1cccc2c1OC(c1ccccc1)C([N+](=O)[O-])=C2 (centres undefined)	-5.2
36	CC1CC(C)CN(C(=O)CN2C(=O)NC3(CCCCCCC3)C2=O)C1 (centres undefined)	-4.1
37	COc1ccc(C(=O)N(C)C(C)c2cccnc2)c(Br)c1 (centres undefined)	-14.3
38	Cc1cc(-c2ccccc2CO)nc(-c2ccccc2)n1	-28.1
39	Cc1ccc(S(=O)(=O)N2CCN(c3nccn3C)CC2)cc1C(F)(F)F	-3.7
40	Cc1cccc(COc2ccc(C(C)N)cc2)c1 (centres undefined)	-3.7
41	CC(=O)c1ccccc1/C=C\c1ccccc1	-7.5
42	COc1ccc(S(=O)(=O)NC(=O)C2(C)CCN2C(=O)c2cccc(F)c2)cc1 (centres undefined)	-10.7
43	Oc1ccc(SCCCCCN2CCCCC2)cc1	0.6
44	Cc1cc(-c2ccc(Cl)cc2-n2nc(C)cc2C)nc(N)n1	-15.0
45	CCc1nnc(CS(=O)(=O)Cc2c(Cl)cccc2Cl)o1	0.7
46	Cc1cc(CN(C)C(=O)Nc2n[nH]c(Cc3ccccc3)n2)ccn1	-8.2
47	O=C(NCC(O)c1ccco1)C1(c2ccccc2)CCC1 (centres undefined)	-11.3
48	O=C(N1CCC(Oc2ccncc2)C1)C1(c2cccc(F)c2)CC1 (centres undefined)	-56.3
49	CN(C)c1ncnc2c1CCN(C(=O)c1cc3c(Cl)cccc3[nH]1)C2	-22.3
50	CN(CC(=O)Nc1cccc(C(F)(F)F)c1)S(=O)(=O)c1cccc2cnccc12	-1.0
51	CCCC(CCC)C(=O)Nn1cnc2c(cnn2-c2ccc(C)cc2)c1=O	1.0
52	Cc1cc(C(=O)CN2CCN(S(=O)(=O)c3cccs3)CC2)c(C)n1C1CC1	-15.4
53	Cc1ccsc1CN(Cc1c(CO)cnc(C)c1O)C1CC1	-8.4
54	C=CCn1c(N2CCN(Cc3ccc(Cl)cc3Cl)CC2)nc2c1c(=O)[nH]c(=O)n2C	-15.7
55	Cc1ccc(S(=O)(=O)/C(C#N)=C/N2CCN(Cc3ccccc3)CC2)cc1C	0.9
56	CCCc1ccc(-c2csc(NC(=O)CCCN3C(=O)NC4(CCCC4)C3=O)n2)cc1	1.6
57	COc1cccc(C(=O)NCC2=CCCN(CC(N)=O)C2)c1	-14.7
58	COc1ccc(Cn2cc(C(=O)N3CCC(O)(c4ccccc4C)C3)nn2)cc1 (centres undefined)	0.2
59	O=C(CCSc1ccccc1)N1CCN(c2ccc3nnc(-c4ccco4)n3n2)CC1	-4.8
60	CCC#CCN1CCN(c2cc(Nc3ccccc3)nc(N)n2)CC1	-3.0

New compounds follow
item	compound	mcGAS RapidFire
61	N#CCOc1ccc(NC(=O)c2cccc(Cl)c2Cl)cc1	0.0
62	C=C(C)Cn1c(SCC(=O)N/N=C\c2ccccc2OCC)nnc1-c1ccc(Br)cc1	-1.7
63	O=S(=O)(Cc1ccccc1CN1CC[C@H](CO)[C@H](O)C1)c1ccccc1	-0.9
64	Cc1ccc(-c2nc(C)c(C(=O)N3CCC(C(N)=O)CC3)s2)c(C)c1	-13.0
65	Cc1ccccc1NC1CCN(S(=O)(=O)c2ccc(F)c(C(F)(F)F)c2)CC1	-3.8
66	Cc1cc(O)c(C(c2ccccc2)N2CCN(c3ccccc3F)CC2)c(=O)n1Cc1cccnc1 (centres undefined)	-2.2
67	COc1nc2cn(C3CCCC3)c(O)c2cc1CNC(=O)CN1CCCC1	-16.5
68	COC(=O)c1c(C)[nH]c(C(=O)Nc2cc(OC)c(OC)cc2C)c1C	4.2
69	CCOC(=O)CCCN1CCCc2c1cccc2S(N)(=O)=O	-7.7
70	CC1CCCN(c2nc(N)c([N+](=O)[O-])c(NCCO)n2)C1 (centres undefined)	-5.9
71	CCc1[nH]nc(NC(=O)c2ncncc2Cl)c1Br	-7.7
72	COc1cccc(-n2cc(CN(C)Cc3nc(-c4cccs4)no3)cn2)c1	-5.2
73	COC(=O)c1ccc(NC(=O)CCC(=O)c2ccc(C)c(C)c2)cc1	-8.6
74	CC(Sc1n[nH]c(-c2cccs2)n1)c1ccc(F)cc1 (centres undefined)	-2.1
75	Cc1ccn(-c2ccc(N3CCCC(CN4CCOCC4)C3)nn2)n1 (centres undefined)	-14.5
76	O=C(CN1Cc2ccccc2C1)NC1(c2ccc(Cl)cc2)CC1	-13.9
77	CCn1c(=O)n(CC(=O)Nc2cccc(S(=O)(=O)N3CCOCC3)c2)c2ccccc21	-5.4
78	Cc1c(C(=O)NCc2ccc(C(F)(F)F)cc2)sc(=O)n1CCN1CCCC1	-2.9
79	CCCCN(C)C1=Nc2cccc3cccc1c23	-6.1
80	Cc1ccc(C2CCCN2C(=O)C2(C)CC2(Cl)Cl)s1 (centres undefined)	-5.6
81	CC(C)Cc1nnc(C(C)NC(C)c2ccc3c(c2)OCO3)o1 (centres undefined)	0.9
82	CCN(Cc1ccccc1)Cc1nc(N2CCOCC2)c2cc(Cl)ccc2n1	-10.3
83	NC(=O)C1CCN(c2ncccc2C(=O)N2CCc3ccccc32)C1 (centres undefined)	-19.0
84	Cc1cc(NCc2cc3ccc(F)cc3[nH]c2=O)nc(-c2cccnc2)n1	-12.1
85	COC(=O)c1cc2n(n1)CCN(Cc1cc3ccc(C)cc3[nH]c1=O)C2	-5.3
86	Clc1ccc(-c2csc(-c3cnccn3)n2)s1	-4.4
87	CC(=O)c1ccc(S(=O)(=O)Nc2ccc(C(=O)NC3CCCC3)cc2)cc1	-6.7
88	CC(=O)N(CN1C(=O)c2ccccc2C1=O)c1ccc(C)c(Cl)c1	-2.8
89	O=C(CN1C(=O)/C(=C/c2ccccc2)SC1=S)NNC(=O)c1ccncc1	-5.0
90	CN(C)Cc1ccccc1Cn1cnc(-c2ccccc2)c1-c1cnc[nH]1	-17.9
91	Clc1cc(Cl)cc(-c2ncccn2)c1	-4.4
92	O=C(CCN1C(=O)c2ccccc2C1=O)Nc1nc2c(s1)CCC2	-0.3
93	CNC(=O)C1Cc2ccccc2CN1S(=O)(=O)c1ccc(C2CCCCC2)cc1 (centres undefined)	-3.7
94	O=C(CN1CCN(Cc2nc3scc(-c4ccco4)c3c(=O)[nH]2)CC1)N1CCOCC1	-2.0
95	Cc1cccc(N=C2NC(=O)C(Cc3ccc(Br)cc3)S2)n1 (centres undefined)	-9.8
96	CCCCOC(=O)Nc1sc2c(c1C(=O)OC)C(C(=O)OC)CC2 (centres undefined)	-2.4
97	Cc1ccc(S(=O)(=O)N2CCC(C(=O)NC(c3ccccc3)C3CC3)CC2)c(C)c1 (centres undefined)	-8.7
98	Cc1cc(Br)ccc1C(=O)NCCC(=O)N(C)C	-17.5
99	COc1cc(C(=O)NC2CCCNC2)cc(OC)c1OC (centres undefined)	-8.5
100	CC(C)c1[nH]nc2c1C1(c3ccccc3-c3ccccc31)C(C#N)C(=N)O2 (centres undefined)	-12.2
101	OCCOc1ccccc1CN1CCN(c2ncnc3ccccc23)CC1	-14.3
102	O=C(c1cccc(-n2cnnc2)n1)N1CCCC(c2ccn[nH]2)C1 (centres undefined)	-0.2
103	CC(=O)Cn1c(=O)c2c(nc3n(-c4ccccc4Cl)c(C)cn23)n(C)c1=O	-6.1
104	O=c1ccnc(N2CCc3sccc3C2C2CC2)[nH]1 (centres undefined)	-3.9
105	C=Cn1cc(C(=O)N(C)CCN2CCCCC2C)cn1 (centres undefined)	-6.7
106	Cc1noc(C)c1S(=O)(=O)NC1CCSc2ccccc21 (centres undefined)	-6.2
107	CCn1c(C)cn2c3c(=O)n(Cc4ccc(Br)cc4)c(=O)n(C)c3nc12	-4.1
108	C=CCN1C(=O)C2(Nc3cc(Cl)ccc3C(=O)N2CC)c2ccccc21 (centres undefined)	-4.7
109	COc1cccc2c1NC1CC(C)CCC1C2(C)C (centres undefined)	-9.7
110	CCOc1ccc(C(N)c2cccc(Cl)c2)cc1 (centres undefined)	-6.5

The results go on:
item	compound	mcGAS RapidFire
111	COc1ccc(NCN2C(=O)C3C4C=CC(C4)C3C2=O)cc1 (centres undefined)	1.1
112	Cc1ccsc1-c1nc(CN2CCc3nnc(C(C)C)n3CC2)c(C)o1	-9.9
113	CC(=O)N1CC(=O)N=C1SCC(=O)Nc1nc2c(s1)CCCC2	-13.0
114	Cc1cccc(S(=O)(=O)Nc2cc(S(=O)(=O)NC3CC3)c(Cl)cc2F)c1	6.5
115	Cc1c(Sc2nnc(C(C)C)n2C2CC2)c(=O)[nH]c2ccccc12	0.9
116	COc1ccc(C)cc1NC(=O)CCn1ncc(=O)c2ccccc21	-4.9
117	CC1=C(c2nc(-c3ccc(C)cc3)no2)C(c2ccco2)NC(=S)N1 (centres undefined)	-2.2
118	Cc1c(C(=O)NCc2ccc(F)cc2)sc(=O)n1Cc1ccc2c(c1)OCO2	-4.8
119	Cc1c(C(C)NCc2ccc(F)c(F)c2)cnn1-c1ccccc1 (centres undefined)	-3.9
120	CCCCn1c(C)c(C)n2c3c(=O)n(CCOC)c(=O)n(C)c3nc12	-7.4
121	N#CC(=CC1=C(N2CCOCC2)C(=Cc2ccc([N+](=O)[O-])cc2)CC1)C(=O)Nc1ccccc1F	-3.3
122	CCCCn1c(C)c(C)n2c3c(=O)n(CCOCC)c(=O)n(C)c3nc12	-6.8
123	CC(c1nc(C(C)(C)C)no1)S(=O)(=O)Cc1cccc(C(=O)N2CCCCC2)c1 (centres undefined)	4.6
124	O=C(Cc1csc(-c2ccc(F)cc2)n1)NCc1ccco1	-5.0
125	O=C(CSc1nnc(CNC(=O)c2c(F)cccc2Cl)n1-c1ccc([N+](=O)[O-])cc1)Nc1ccccc1F	9.2
126	Fc1ccc(C2(c3noc(COc4cccnc4)n3)CCOC2)cc1 (centres undefined)	-27.5
127	CCOC(=O)c1nn(-c2ccccc2F)cc1O	-2.3
128	CCOC(=O)c1nn(-c2ccc(F)cc2)c(=O)cc1OCC(=O)Nc1cc(C)cc(C)c1	-7.9
129	Fc1cccc(F)c1C1c2cccn2CCCN1Cc1ccccc1Cl (centres undefined)	-3.6

Screening results as filed in PubChem.
